All columns: NCI-60 one-dose screen, growth in % after 48 h at 10 µM unless noted; 100 = growth as untreated, 0 = no growth, -100 = all killed.
A549/ATCC: A549/ATCC NSCLC; AID 1794740; 3.7% of 81,000 active
MOLT-4: MOLT-4 leukemia cells | 6.9% of 80,000 active
RPMI-8226: RPMI-8226 leukemia cells; 7.5% of 77,000 active; AID 1794781
HOP-92: HOP-92 NSCLC cells | 6.3% of 71,000 active | AID 1794738
CCRF-CEM: CCRF-CEM leukemia. 7% of 77,000 active. AID 1794778
EKVX: EKVX NSCLC | 3% of 71,000 active | AID 1794765
M14: M14 melanoma; 6.2% of 80,000 active; AID 1794745
HOP-62: HOP-62 NSCLC; 3.9% of 80,000 active; AID 1794735
Active calls of the source: *; nt = not tested or not shown; & = joins results of further samples. The calls were made as follows: active = growth percent below 10; inactive = the rest.

Molecule,A549/ATCC,MOLT-4,RPMI-8226,HOP-92,CCRF-CEM,EKVX,M14,HOP-62
NC(=O)c1nnn(Cc2ccccc2)c1N,98,78,65,95,71,99,114,87
CCOC(=O)CSc1nc2ccccc2c(=O)n1Cc1ccc(S(N)(=O)=O)cc1,98,104,98,95,97,97,97,96
CCCCN1C=CCN(CCCC)C1,67,nt,38,50,87,48,46,84
O=C(Nc1ccccc1)c1nc(=O)[nH]c2ccccc12,104,98,110,104,104,80,nt,93
CC(=O)C1(O)CCC2C3CC(C)C4=CC(=O)C=CC4(C)C3C(=O)CC21C (configuration not stated),120,87,86,nt,80,nt,104,82
O=C(Nc1cccnc1Nc1ccccc1)c1cn(Cc2cccc(Oc3ccccc3)c2)nn1,58,31,57,71,47,60,28,79
CCSc1nc(-c2ccc(Br)cc2)c(C#N)c(=O)[nH]1,nt,87,102,89,98,104,98,93
CC/C=C/C(=O)NC1c2ccccc2Oc2ccccc21,98,110,100,78,109,87,94,75
CC1=Cc2c(C)ccc(C)c2CC1,100,100,108,103,nt,104,103,110
COc1cc(OC)c2sc(-c3ccc(-n4cncc4-c4ccc(N)cc4)cc3)nc2c1,60,47,64,nt,61,70,76,110
NS(=O)(=O)c1ccc(Nc2nc(Nc3ccccc3)nc(N3N=C(c4ccc(Cl)cc4)CC3c3ccc(Cl)cc3)n2)cc1 (configuration not stated),67,17,37,75,14,57,35,76
CC(=O)CC(=O)N1CCc2ccccc21,96,96,103,101,102,89,99,94
O=C(O)c1ccc(-n2cc(CNc3ccc(F)cc3)c(-c3ccc(F)c(F)c3)n2)cc1,92,nt,78,109,nt,82,nt,94
CCOC(c1ccccc1)(c1ccccc1)c1ccccc1,nt,92,102,93,nt,nt,115,110
O=C(CSc1nc2ccccc2[nH]1)NCc1ccccc1,100,nt,101,105,103,101,107,88
CCOC(=O)C(=Cc1ccccc1[N+](=O)[O-])C(=O)OCC,54,11,11,9.8*,2.2*,69,25,27
COc1cc2nc3sc(C(=O)Nc4ccc(C(=O)OC(C)C)cc4)c(C(=O)Nc4ccc(Cl)cc4C)n3c(=O)c2cc1OC,52,53,53,32,24,77,78,67
CCN1C(=O)/C(=C/C=C/N(C)c2ccccc2)SC1=S,83,89,87,103,92,nt,101,36
COc1ccc(CN2C(=O)c3cnc4c(c(C)nn4-c4ccccc4)c3C2=O)cc1OC,100,nt,nt,nt,nt,107,100,117
COc1cc(C(=O)n2nc(N3CCN(C)CC3)c3cc(N)ccc32)cc(OC)c1OC,65,17,33,43,20,34,2.6*,33
CCCCCCN(CCCCCC)C(=N)c1ccnc2ccccc12,78,49,50,58,-4.4*,84,19,100
CC/C=C\C[C@H](O)C/C=C1/C(=O)C=C[C@@H]1C/C=C\CCCC(N)=O,-24*,-13*,6.4*,38,-4.3*,24,1.9*,-16*
COc1cc(/C=C/c2cc(/C=C/c3ccc(O)c(OC)c3)n(C(=O)Nc3ccc(F)c(Cl)c3)n2)ccc1O,5.9*,-18*,-11*,nt,0.9*,-18*,-22*,-7.8*
Brc1cc(-c2ccccc2)nc2ccccc12,100,87,70,84,56,85,90,85
O=C(/C=C/c1ccc(Oc2ccc(Br)cc2)cc1)c1ccc(Br)cc1,94,90,83,92,92,103,94,100
COc1ccc([N+](=O)[O-])c(C)n1,105,107,107,97,107,102,112,104
Cc1ccc(N2CC(c3nc4ccccc4[nH]3)CC2=O)cc1 (configuration not stated),105,100,95,82,94,nt,99,77
CCCC(=O)Nc1ccccc1OC,109,105,108,94,115,102,97,105
O=C1NC(=O)C2(CCc3ccccc32)N1 (configuration not stated),91&97,83&101,96&106,174,94&118,100&103,97&107,88&105
COc1ccc(Nc2[nH]n3c(=O)cc(C)nc3c2C(N)=O)c(OC)c1,89,116,102,73,101,101,106,86

Continued; it opens with the 7 that closed the last part.
Molecule,A549/ATCC,MOLT-4,RPMI-8226,HOP-92,CCRF-CEM,EKVX,M14,HOP-62
Brc1cc(-c2ccccc2)nc2ccccc12,100,87,70,84,56,85,90,85
O=C(/C=C/c1ccc(Oc2ccc(Br)cc2)cc1)c1ccc(Br)cc1,94,90,83,92,92,103,94,100
COc1ccc([N+](=O)[O-])c(C)n1,105,107,107,97,107,102,112,104
Cc1ccc(N2CC(c3nc4ccccc4[nH]3)CC2=O)cc1 (configuration not stated),105,100,95,82,94,nt,99,77
CCCC(=O)Nc1ccccc1OC,109,105,108,94,115,102,97,105
O=C1NC(=O)C2(CCc3ccccc32)N1 (configuration not stated),91&97,83&101,96&106,174,94&118,100&103,97&107,88&105
COc1ccc(Nc2[nH]n3c(=O)cc(C)nc3c2C(N)=O)c(OC)c1,89,116,102,73,101,101,106,86
COc1cc(C=O)cc(Cl)c1OC,96,100,104,105,93,107,100,98
COC(=O)C1=Cc2nc(C=O)cc3c4ccccc4n(c23)C1C(=O)OC (configuration not stated),100,93,97,90,96,94,98,103
Cc1cc(Cl)ncc1[N+](=O)[O-],74,96,106,106,101,96,97,86
NC(=O)N(N)CCO,94,102,105,100,108,104,104,94
CCOC(=O)C1=CNn2c(nc3sc4c(c3c2=O)CCN(C)C4)N(c2ccc(Cl)cc2)C1=N,77,98,nt,nt,nt,87,99,nt
Nc1c(C(=O)Nc2cccc3ccncc23)sc2nc3c(cc12)CN(Cc1ccccc1)CC3,105,83,102,96,93,104,86,102
O=C1Cc2cc(O)ccc2O1,99,91,96,nt,94,104,99,101
CC(CC#N)OC(=O)c1cccc([N+](=O)[O-])c1 (configuration not stated),nt,97,98,nt,nt,nt,106,100
Cn1cnc2c(Nc3ccccn3)nc(Cl)nc21,103,102,110,113,108,97,102,101
COc1ccc(/C=C(/NC(=O)c2ccccc2)C(=O)Nc2ccc(S(N)(=O)=O)cc2)cc1,103,104,107,109,106,105,107,104
CCCNC(=O)Oc1ccc(/C(=C(/C)Cc2ccc(OC)cc2)c2ccc(OCCN(C)C)cc2)cc1,63,64,68,50,70,81,91,86
C=C(c1ccc(C(=O)O)c(F)c1)c1cc2c(cc1C)C(C)(C)CCC2(C)C,52,82,43,58,87,76,89,76
CN=C1Nc2cc(OC)c(OC)c(OC)c2C(c2cc(Cl)ccc2F)S1 (configuration not stated),76,74,94,81,88,103,99,93
COc1cc(-c2nc(SCC(=O)Nc3ccc(C(=O)/C=C/c4ccc(Cl)cc4)cc3)[nH]c(=O)c2C#N)cc(OC)c1OC,92,82,78,55,22,103,94,78
O=c1[nH]c(=S)[nH]cc1Oc1ccc(Cl)cc1Cl,96,78,91,93,89,99,93,79
CCCCc1nc(Cl)c(C2CC(c3ccc(S(N)(=O)=O)cc3)=NN2c2ccccc2)[nH]1 (configuration not stated),90,85,nt,nt,102,86,96,92
C[C@H]1CC2C([C@@H](O)C[C@@]3(C)C2CC[C@]3(O)C(=O)COC(=O)CCC(=O)O)[C@@]2(C)C=CC(=O)C=C12 (some centres not stated),78,89,66,56,57,73,94,91
COc1ccc(-c2cn(-c3ccc(Cl)c(Cl)c3)c(=S)[nH]2)cc1,80,81,98,69,93,81,100,66
CCOC(=O)C/C(=N\Nc1cc(=O)[nH]c2ccccc12)C(=O)OCC,98,113,106,112,101,112,97,106
C=C(C)[C@@H]1C/C=C(/C=O)CC[C@@H]2O[C@@]2(C)CC/C=C(\C)CC1,104,133,-7.7*,nt,137,70,115,110
O=[N+]([O-])c1cc(O)cc2cccnc12,94,79,93,105,121,101,102,118
Cc1ccc(C2=C/C(=C/c3ccc(Br)cc3)C(=O)N2CCc2ccc(S(N)(=O)=O)cc2)cc1,96,82,96,90,104,93,97,96
COc1ccccc1NC(=O)OCC12COCN1COC2,93,96,100,105,102,nt,104,104
COc1ccccc1-c1nc2cc(C(=O)NCc3ccccc3)ccc2n1C1CCCCC1,88,85,109,116,104,86,93,97
COc1cc(/C=N\NC(=O)c2cnn(CC(O)c3ccccc3)c2N)ccc1OC(F)F (configuration not stated),92,90,94,74,124,94,101,90
O=C(Cn1cc(CN2CCN(c3ccnc4cc(Cl)ccc34)CC2)nn1)Nc1ccccc1Cl,98,82,80,73,91,101,111,84
COc1ccc(-c2nocc2-c2ccccc2)cc1,92,97,82,82,91,102,101,89
CCOC(=O)c1[nH]c(C)c(C=O)c1C,89,108,96,79,92,99,103,99
CCOC(=O)c1ccc(NC(=S)NC(=O)c2cccc(NC(=O)c3ccc(C)cc3)c2)cc1,48,70,62,36,78,75,81,40
O=C(CCc1nnc2n1N=C(Cl)CS2)c1nc2ccccc2[nH]1,105,103,116,nt,105,107,106,91

The results go on.
Molecule,A549/ATCC,MOLT-4,RPMI-8226,HOP-92,CCRF-CEM,EKVX,M14,HOP-62
CCOC(=O)C1=C(C)NC(C)=C(C(=O)OCC)C1c1cc(Br)c(O)c(OC)c1,33,45,30,16,20,42,3.0*,32
Cc1cc(SC#N)ncn1,93,109,101,106,88,101,108,98
C/C(=N\NC(=S)Nc1ccc(F)cc1)c1ccccc1,103,102,107,111,99,104,101,104
Oc1c(Cl)cc(Cl)c2ccc(CN3CCCCC3)nc12,45,26,38,49,19,31,8.7*,48
Cc1cc(=S)n(C)c2ccccc12,94,85,94,74,94,nt,90,90
CCN(CC)Cc1cc(Nc2ccnc3cc(Cl)ccc23)cc(-c2ccc(Cl)cc2)c1O,21,24,6.0*,-8.9*,45,2.3*,10,-46*
CC(O)C(=O)OCCOCc1ccccc1 (configuration not stated),107,107,107,nt,104,104,106,103
COc1cccc(-c2nc3sccn3c2-c2ccnc(NCCNC(=O)c3cc(N4CCOCC4)cc(C(F)(F)F)c3)n2)c1,82,60,39,59,49,85,65,112
O=C(O)c1ccc(-n2cc(CNc3cccc(F)c3)c(-c3ccc(C(F)(F)F)cc3)n2)cc1,62,75,87,88,71,70,89,56
CS(=O)(=O)N1CCC(Nc2nccc(O[C@H]3CO[C@H]4[C@@H]3OC[C@@H]4OCc3ccccc3)n2)CC1,100,105,98,102,96,96,nt,127
COC(=O)CSc1ccccc1C(=O)OC,98,108,106,100,118,109,107,100
O=C(O)CCC(=O)c1ccc(Oc2ccc(Cl)cc2)cc1,85,102,104,85,106,91,106,94
O=C(NCCNc1cc(-c2cn(-c3ccccc3)nc2-c2cccc(O)c2)ccn1)Nc1ccc(Cl)c(Cl)c1,82,63,61,73,72,73,51,87
COc1ncc(-c2ccc3nccc(-c4ccnnc4)c3c2)cc1NS(=O)(=O)c1ccc(F)cc1F,-62*,-12*,-35*,-1.4*,1.6*,-7.6*,-7.6*,-14*
CCOc1ccc(N=C=S)cc1,97,96,106,100,99,nt,110,102
COc1cccc(/C=C2\Oc3cc(OCCCN4CCCC4)ccc3C2=O)c1,91,59,62,74,1.8*,85,66,98
Oc1ccc(/C=N/c2n[nH]c(-c3cccc(Cl)c3)n2)cc1,71,86,94,107,91,94,104,80
CCSCCSCC,95,98,113,92,113,nt,96,81
Cc1c(C(=O)NN)sc2ncc(-c3ccc(Br)cc3)n12,99,103,96,106,91,95,107,99
Cc1ccc2[nH]c(O)c(N=NC(=O)c3cc4ccccc4[nH]3)c2c1,97,102,105,104,99,90,103,102
CC(=O)Nc1ccc(N=NN(C)C)cc1,nt,105,94,110,nt,nt,113,98
CN(C)CCCN(Cc1ccccc1O)C(=S)Nc1ccc(Cl)cc1,98,106,93,87,109,nt,108,108
Oc1ccc(C2=N/C(=N\c3[nH]c(-c4ccc(O)cc4)cc3-c3ccccc3)C(c3ccccc3)=C2)cc1,95,97,110,114,109,103,92,98
CCOC(=O)c1c(N2CCCC2)[nH]c(=O)c(C=Nc2cc(Cl)cc(Cl)c2)c1O,101,108,71,78,65,100,113,94
COc1ccc(Nc2cc(C)nc(NCc3ccccc3)n2)cc1,7.9*,3.0*,8.1*,22,-3.8*,nt,8.5*,39
CC(=O)c1ccc(OCC(=O)Nc2nc(-c3ccc(C)cc3)cs2)cc1,110,86,99,102,100,nt,100,103
Fc1ccc2c(CN3CCO[C@H](COc4cccc(Cl)c4)C3)c[nH]c2c1,44,26,13,45,39,74,54,22
CCOC(=O)c1sc2nc(-c3cc4ccccc4o3)cc(-c3ccc(Cl)cc3)c2c1N,123,99,42,71,84,nt,112,107
Cc1ccc(NC(=O)N=Nc2c(O)[nH]c3ccccc23)cc1,99,96,87,85,nt,84,93,98
Nc1nnc(-c2ccccc2)o1,89,105,94,87,99,106,109,86

Next section:
Molecule,A549/ATCC,MOLT-4,RPMI-8226,HOP-92,CCRF-CEM,EKVX,M14,HOP-62
Nc1cccc(O)c1,102,98,103,153,nt,117,nt,99
CC1(C2CC2)NC(=O)NC1=O (configuration not stated),106,100,113,85,110,106,93,92
COc1ccc(/C=C/C(=O)Nc2ccc(Cl)cc2C)cc1OC,87,98,96,105,97,95,90,102
COc1ccc(-c2cc(C(=O)c3cc(C)c(C)cc3O)cn(NC(=O)OC(C)(C)C)c2=O)cc1,77,69,72,99,82,86,109,82
OCCCc1ccccn1,110,112,100,92,101,102,nt,98
c1ccc(C(=NNc2nc(-c3ccccc3)cs2)c2ccccc2)cc1,72,67,58,73,72,81,100,93

By substructure, those above with a thiophene ring, fused or not (3)
Molecule,A549/ATCC,MOLT-4,RPMI-8226,HOP-92,CCRF-CEM,EKVX,M14,HOP-62
CCOC(=O)C1=CNn2c(nc3sc4c(c3c2=O)CCN(C)C4)N(c2ccc(Cl)cc2)C1=N,77,98,nt,nt,nt,87,99,nt
Nc1c(C(=O)Nc2cccc3ccncc23)sc2nc3c(cc12)CN(Cc1ccccc1)CC3,105,83,102,96,93,104,86,102
CCOC(=O)c1sc2nc(-c3cc4ccccc4o3)cc(-c3ccc(Cl)cc3)c2c1N,123,99,42,71,84,nt,112,107

From PubChem BioAssay
